# Source: PubChem
# CHT allo act – allosterically activates the human high affinity choline transporter. Q9GZV3. CHT-expressing cells, membrane potential dye, choline EC20; active compounds read high; LV-AA mutant CHT in HEK293 cells. B-score at 10 µM. 0.49% of 310,000 active;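 active = initial fluorescence not abnormally high and integrated response B-score, plate-corrected, over 3 SD above library mean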
# Target sequence (Q9GZV3 whole entry, looked up): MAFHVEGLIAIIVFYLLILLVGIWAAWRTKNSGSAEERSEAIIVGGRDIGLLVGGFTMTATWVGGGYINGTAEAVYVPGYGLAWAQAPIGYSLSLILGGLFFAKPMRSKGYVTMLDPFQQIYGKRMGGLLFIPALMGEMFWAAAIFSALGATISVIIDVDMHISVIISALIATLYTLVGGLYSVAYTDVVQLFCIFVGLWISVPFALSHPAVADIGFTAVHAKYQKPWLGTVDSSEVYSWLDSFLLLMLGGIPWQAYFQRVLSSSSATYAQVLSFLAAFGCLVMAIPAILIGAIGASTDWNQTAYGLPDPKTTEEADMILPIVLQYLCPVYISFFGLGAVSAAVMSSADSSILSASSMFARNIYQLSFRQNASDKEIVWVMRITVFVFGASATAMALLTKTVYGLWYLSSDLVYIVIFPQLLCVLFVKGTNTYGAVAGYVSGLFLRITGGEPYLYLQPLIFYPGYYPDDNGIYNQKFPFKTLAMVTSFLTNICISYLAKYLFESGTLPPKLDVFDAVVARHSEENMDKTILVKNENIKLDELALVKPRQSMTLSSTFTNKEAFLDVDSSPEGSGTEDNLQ
# OX1R antag-1 – antagonists of human orexin 1 receptor (OX1R); O43613; OX1R-expressing cells, FRET antagonist read-out; inhibition, % at 6.6 µM; 1.8% of 330,000 active; AID 485270; in the data active = inhibition mostly above about 38%, no sharp cut-off; inactive = mostly below about 40%;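 also: 0% = agonist challenge alone and 100% = reference antagonist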
# Target sequence (O43613 whole entry, looked up): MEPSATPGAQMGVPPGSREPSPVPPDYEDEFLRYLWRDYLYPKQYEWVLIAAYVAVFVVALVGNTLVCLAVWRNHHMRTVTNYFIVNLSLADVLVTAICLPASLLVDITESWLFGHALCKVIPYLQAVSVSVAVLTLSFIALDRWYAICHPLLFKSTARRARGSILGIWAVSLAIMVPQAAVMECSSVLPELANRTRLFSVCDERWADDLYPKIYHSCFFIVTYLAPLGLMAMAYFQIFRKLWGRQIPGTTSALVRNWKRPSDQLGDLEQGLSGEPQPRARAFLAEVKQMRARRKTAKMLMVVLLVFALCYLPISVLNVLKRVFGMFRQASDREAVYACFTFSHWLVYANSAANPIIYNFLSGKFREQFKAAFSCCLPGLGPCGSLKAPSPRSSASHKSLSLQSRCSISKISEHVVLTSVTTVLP
# OX1R antag-2 – human HCRTR1 antagonism; CHO/OX1R cells, Fluo-8 calcium fluorescence, orexin A; inhibition, % at 5 µM; 0.43% of 330,000 active; AID 434989;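 active = inhibition above its plate's threshold, mean inhibition of all tested compounds on the plate plus 3 SD, cut at about 37% in these data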;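 also: 0% = orexin A challenge wells and 100% = SB-334867-A antagonist wells; not every result past the cut was called active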
# * marks the source's active call; other numbers are inactive results; i = inactive; . = no result given.
SMILES,CHT allo act,OX1R antag-1,OX1R antag-2
O=[N+]([O-])c1ccc(Cc2nnc(-c3ccccc3Cl)o2)cc1,i,7,-31
O=C(Nc1ccc(Cl)cc1C(=O)NCc1cccnc1)c1ccco1,i,8,-19
O=C(c1cnccn1)N1CCc2ccccc21,i,14,-2
CC(C)C[C@H](NC(=O)N1CCn2c1nc1ccccc12)C(=O)NCc1ccccc1,i,6,-36
Cc1noc(C)c1CSc1ccccc1C(=O)Nc1nccs1,i,10,-24
CCN1C(=O)/C(=C2/C=Cc3cc(C)ccc3N2CC)N(C)C1=S,i,134*,-14
Cc1cc(/C=N/n2cnnc2)c(C)n1-c1cccc(C(=O)O)c1,i,8,-5
CC1CN(S(=O)(=O)c2ccc(C(=O)Nc3nncs3)cc2)CC(C)O1 (centres undefined),.,2,-7
CC(NC(=O)CCNC(=O)c1ccccc1Cl)C1CC2CCC1C2 (centres undefined),i,15,-14
COc1ccc(N(CC(=O)NCCc2cccc(C)c2)S(=O)(=O)c2c(C)noc2C)cc1,i,103*,81*
O=C(NCc1ccccn1)c1cn(-c2ccccc2)nc1-c1ccc(Cl)cc1,i,8,-38
CC(=O)c1ccc(NC(=S)N(Cc2ccccc2)C(C)C2CC2)cc1 (centres undefined),i,7,-10
O=C(NCCCN1CCCC1)c1ccc(Cn2c(=S)[nH]c3ccc(Br)cc3c2=O)cc1,i,3,-12
COc1cc2c(cc1NC(=O)COC(=O)[C@@H](NC(=O)c1ccccc1)C(C)C)oc1ccccc12,i,12,-10
O=C1N/C(=C\c2ccc(O)cc2)C(O)=C1C=NCc1ccccc1,i,10,-4
COc1ccc(Nc2cc(C)nc(N3CCN(C(=O)c4ccc5c(c4)OCO5)CC3)n2)cc1,i,7,-23
CC(Cc1cccs1)NC(=S)Nc1ccc(Cl)c(Cl)c1 (centres undefined),i,25,-9
O=C(NCC1CCCO1)c1cccc(NC(=O)c2cccs2)c1 (centres undefined),i,11,-12
O=C(c1cc(-c2ccc(F)cc2)on1)N1CCCC1,i,8,-11
Cc1ccc(NC(=O)NC(=O)N(C(C)C)S(=O)(=O)c2ccc(C)cc2)cc1,i,17,-25
C[C@H](CO)N1C[C@H](C)[C@@H](CN(C)S(=O)(=O)c2ccc(F)cc2)Oc2ccc(NC(=O)Cc3cn(C)c4ccccc34)cc2C1=O,.,6,1
Cc1ccccc1NC(=O)C(=O)NC(C)CCc1ccccc1 (centres undefined),i,29,-19
CCc1ccc(CN2CC(C(=O)O)CC2=O)cc1 (centres undefined),i,4,-16
CC(=O)C1C(c2ccc(OC(F)F)cc2)NC(=O)NC1(O)C(F)(F)F (centres undefined),i,20,-6
CC(C)C[C@H](NC(=O)OC(C)(C)C)C(=O)N[C@@H](CO)[C@H](O)[C@@H]1C[C@@H]1C(=O)N1CCCC1,i,16,-5
CC(=O)N1CCc2cc(S(=O)(=O)NCCC(=O)NC3CCCCCC3)ccc21,i,15,-27
COc1ccc(C)cc1NC(=O)CSc1nc(=O)n(CCCN2CCOCC2)c2c1CCCC2,i,7,-37
Cc1ccc(C)c(Sc2ccc(NC(=O)CCl)cc2)c1,i,11,5
CCCCc1nc2n[nH]c(N)c2c2c1CCC2,i,2,-1
COC(=O)/C=C/c1ccc(-n2cncn2)cc1,i,16,-14
CCCC(=O)NC(c1ccco1)c1cc(Cl)c2cccnc2c1O (centres undefined),i,36,-27
CCN(CC)S(=O)(=O)c1ccc(C(=O)NCCN2C(=O)S/C(=C\c3cccnc3)C2=O)cc1,i,14,-34
COc1cc(OC)cc(C(=O)N2CCN(c3ncccn3)CC2)c1,i,19,-3
Nc1c(N(CCC2=CCCCC2)C(=O)Cc2ccccc2F)c(=O)[nH]c(=O)n1Cc1ccccc1,.,8,-16
C[C@@H](CO)NC(=O)c1ccc2c3n(nc2c1)-c1ccc(Cl)cc1CO3,i,35,-6
CCN1C(=O)C2(C(C(=O)c3ccc(C)o3)=C(O)C(=O)N2CCCN2CCOCC2)c2ccccc21 (centres undefined),i,3,4
Cc1ccc(C(=O)NNC(=O)c2cc(OCC(F)(F)F)ccc2OCC(F)(F)F)cc1,i,-2,-32
CC(C)CC(=O)N[C@H](C(=O)N[C@H](C(=O)N[C@@H](CC(C)C)[C@@H](O)CC(=O)N[C@@H](C)C(=O)N[C@@H](CC(C)C)[C@@H](O)CC(=O)O)C(C)C)C(C)C,.,9,-10
CCCCn1c(N)c(NCCC(C)C)c(=O)[nH]c1=O,i,7,-24
C/C(=N\Nc1nc(N)cc(Cl)n1)c1ccc(Cl)c(Cl)c1,i,18,-8

# In another format: 6 of the compounds above.
Compound | CHT allo act | OX1R antag-1 | OX1R antag-2
Nc1c(N(CCC2=CCCCC2)C(=O)Cc2ccccc2F)c(=O)[nH]c(=O)n1Cc1ccccc1 | . | 8 | -16
C[C@@H](CO)NC(=O)c1ccc2c3n(nc2c1)-c1ccc(Cl)cc1CO3 | i | 35 | -6
CCN1C(=O)C2(C(C(=O)c3ccc(C)o3)=C(O)C(=O)N2CCCN2CCOCC2)c2ccccc21 (centres undefined) | i | 3 | 4
Cc1ccc(C(=O)NNC(=O)c2cc(OCC(F)(F)F)ccc2OCC(F)(F)F)cc1 | i | -2 | -32
CC(C)CC(=O)N[C@H](C(=O)N[C@H](C(=O)N[C@@H](CC(C)C)[C@@H](O)CC(=O)N[C@@H](C)C(=O)N[C@@H](CC(C)C)[C@@H](O)CC(=O)O)C(C)C)C(C)C | . | 9 | -10
CCCCn1c(N)c(NCCC(C)C)c(=O)[nH]c1=O | i | 7 | -24

# Going on with the list:
SMILES,CHT allo act,OX1R antag-1,OX1R antag-2
O=C(COc1ccccc1Cl)c1ccc[nH]1,i,12,-26
C=CCNC(=S)N1CCN(c2ccccc2Cl)CC1,i,7,-13
Cc1csc(NS(=O)(=O)c2cccc([N+](=O)[O-])c2)n1,i,15,-7
CC(C)(C)c1ccc(-c2nc(C#N)c(N3CCC(C(N)=O)CC3)o2)cc1,i,0,-20
CCOc1ccc(N2C(=O)CC(N(CCc3ccc(OC)cc3)C(=O)c3cccc(F)c3)C2=O)cc1 (centres undefined),i,4,-13
CCOc1ccc(S(=O)(=O)Nc2cccc(C(=O)N(C)Cc3cccc(OC)c3OC)c2)cc1,i,30,-36
Cc1ccc(C(=O)NNC(=O)c2ccc(C)cc2)cc1,i,14,-17
O=C(O)c1ccc(N/N=C/c2c[nH]c3ccccc23)cc1,i,11,-5
O=C(Cn1c(=O)cnc2ccccc21)NCC(=O)Nc1ccc(F)c(F)c1,i,11,-11
O=C(CNC(=O)OCc1ccccc1)Nc1ccc(F)cc1,.,3,2
Cc1ccc(S(=O)(=O)n2[nH]c(=O)cc2NC(=O)c2cccs2)cc1,i,9,-13
Cc1ccc(-c2noc(CN(C(=O)CCCN3C(=O)c4ccccc4C3=O)C(C)C)n2)cc1,i,27,-2
Nc1nccc(/C=C/c2ccc(Cl)cc2)n1,i,5,-15
NC(=O)c1ccc(NC(=O)c2cnc3ccccc3n2)cc1,i,30,-23
O=C(NCCc1ccccc1)/C(=C\c1ccc([N+](=O)[O-])cc1)NC(=O)c1ccccc1,i,28,-27
O=C1NCC(c2ccccc2)C1C(=O)N/N=C\c1ccc(-c2ccc(Cl)c(Cl)c2)o1 (centres undefined),i,60,52*
Cc1onc(-c2ccccc2)c1C(=O)OCC(=O)N1CCN(c2ccccc2)CC1,i,13,-35
CC1(C)SC(=S)N(NC(=O)Nc2ccccc2)C1N(O)C(=O)Nc1ccccc1 (centres undefined),i,40,-10
CC(C)[C@H](NS(=O)(=O)c1cccc(Cl)c1)C(=O)OCC(=O)NC(=O)CN1CCCC1=O,.,1,-9
CN(Cc1ccncn1)C(=O)CC1C(=O)NCCN1Cc1cccc(Oc2ccccc2)c1 (centres undefined),i,27,-17
Cc1cc(Nc2c(C)n(C)n(-c3ccccc3)c2=O)n2c(nc3cc(F)c(F)cc32)c1C#N,i,3,-7
COc1ccc(NC(=S)NC(NC(=O)c2cccc(C)c2)C(Cl)(Cl)Cl)c([N+](=O)[O-])c1 (centres undefined),i,61,-13
COc1cccc(-n2nc(-c3ccnn3-c3ccc(F)cc3)c(=O)n(C)c2=O)c1,i,20,-23
C=CCNC(=O)C1CCN(c2ccc(S(=O)(=O)N3CCOCC3)cc2[N+](=O)[O-])CC1,i,44,-6
O=C(CCl)Nc1cccn2ncnc12,i,15,-17
Cn1c(C(=O)NC2CCCCCC2)cc2c(=O)n(C)c3ccccc3c21,i,18,-34
COC(=O)c1ccc(-c2ccc(/C=N/N3C(=O)C4C5C=CC(C6CC56)C4C3=O)o2)cc1 (centres undefined),i,9,0
Cc1ccc(CNC(=O)CN2CCN(Cc3ccc(Cl)cc3)C2=O)cc1,i,12,-24
CC(Oc1ccc(Br)cc1)C(=O)Nc1nnc(C2CC2)s1 (centres undefined),i,6,-10
CC(=O)n1cc(C2C(=O)CCCC2=O)c2ccccc21,i,19,-12
CC(=O)c1ccc(S(=O)(=O)N2CCN(CC(=O)NC(=O)NC3CCCCC3)CC2)cc1,.,-4,-26
CC(C)NC(=O)COc1coc(CN2CCN(c3ccccc3)CC2)cc1=O,i,3,-4
COc1ccc(NC(=O)c2ccccc2NC(=O)NC2CCCCC2)cc1,i,9,-15
O=c1[nH]c2ccccc2c(O)c1SCCO,i,12,5
O=C(NC(=S)N1CCN(Cc2ccccc2)CC1)c1cccnc1,i,20,-2
COc1ccc(C2CC(c3ccccc3)=NN2C(=O)COC(=O)C2(C)CC2(Cl)Cl)cc1 (centres undefined),i,16,-31
Cc1ccccc1-c1nc(CN2CCN(C(=O)c3ccco3)CC2)c(C)o1,i,13,-26
Cc1ccc(-c2nc3cccnc3o2)cc1NC(=O)COc1ccc(Cl)cc1C,i,13,-20
NS(=O)(=O)c1ccc(NC(=O)c2ccc3c(c2)OCO3)cc1,i,-14,1
CCCCN(C(=O)C1CC(=O)N(c2ccc3c(c2)OCCO3)C1)c1c(N)n(CCCC)c(=O)[nH]c1=O (centres undefined),i,15,-19

# Looked up by structure from the list above:
SMILES,CHT allo act,OX1R antag-1,OX1R antag-2
CCCCN(C(=O)C1CC(=O)N(c2ccc3c(c2)OCCO3)C1)c1c(N)n(CCCC)c(=O)[nH]c1=O (centres undefined),i,15,-19
Cc1ccccc1-c1nc(CN2CCN(C(=O)c3ccco3)CC2)c(C)o1,i,13,-26
CC(=O)c1ccc(S(=O)(=O)N2CCN(CC(=O)NC(=O)NC3CCCCC3)CC2)cc1,.,-4,-26
CC(C)NC(=O)COc1coc(CN2CCN(c3ccccc3)CC2)cc1=O,i,3,-4
O=C(NC(=S)N1CCN(Cc2ccccc2)CC1)c1cccnc1,i,20,-2

# Later entries:
SMILES,CHT allo act,OX1R antag-1,OX1R antag-2
COc1ccc(CCNC(=O)CN(C)S(=O)(=O)c2cccs2)cc1OC,i,6,-22
CCOc1ccc(OCCC(=O)OCC(=O)Nc2ccc(C)c(S(=O)(=O)N3CCCCC3)c2)cc1,i,15,-3
Oc1ccc(/C=N/Nc2cc(N3CCCC3)nc(N3CCCC3)n2)cc1O,i,6,-14
Cc1cccc(NCC(=O)NNC(=S)Nc2ccccc2)c1,i,1,-6
COc1ccc(C(=O)Nc2cccc3cccnc23)cc1OC,i,49*,-15
CCCCc1n[nH]c2c1/C(=N/O)CC(c1ccccc1)C2 (centres undefined),i,7,-4
Cc1cnn(Cc2ccccc2)c1N,i,4,1
Cc1cc(C(=O)OCC(=O)Nc2cc(S(=O)(=O)N(C)C)ccc2Cl)c2ccccc2n1,i,15,-24
CN(C)CCCNc1c2c(nc3ccccc13)CCC2,i,2,-16
Cc1nn(C)cc1CNC(=O)c1cnn2c(C(F)F)cc(C3CC3)nc12,i,17,-13
Cc1ccc(-c2cc(=O)c3ccccc3[nH]2)cc1,i,44,-11
O=C(ON=C1CCSCC1)c1ccccc1,i,17,-16
COC(=O)C1(C)NC(c2ccccc2C)C2C(=O)N(c3ccc(F)cc3)C(=O)C21 (centres undefined),i,16,-3
CC(C)CC(=O)n1sc(NC(=O)c2ccccc2)nc1=O,i,17,0
CC(CO)(CO)NC(=O)c1ccc(=O)[nH]n1,i,13,-4
Fc1ccc(CSc2ccc(-c3ccc4c(c3)OCO4)nn2)cc1,i,9,-3
Cc1ccc(C)c(N2CCN(C(=O)CN(C)S(=O)(=O)c3ccc4c(c3)CCC(=O)N4)CC2)c1,i,18,-16
Cc1c(C(=O)NC2CC2)oc2ccc(S(=O)(=O)N3CCCCCC3)cc12,i,26,-26
CC1(C)C(=O)Nc2ccccc2N1C(=O)COc1cccnc1[N+](=O)[O-],i,13,-19
CC(C)(C)C(=O)Nc1sc2c(c1C#N)CCCCC2,i,23,-13
N#CCCn1ncc2ccccc21,i,7,-6
FC(F)Sc1ccc(-n2cc(-c3ccc(Cl)cc3)[n+]3c2CCC3)cc1,i,23,2
O=C(NCc1ccc(Cl)cc1)c1csc(-c2cccnc2)n1,i,22,-27
Cc1nc2scc(C)n2c(=O)c1S(=O)(=O)N1CCN(c2ccccc2F)CC1,i,17,-21
COc1cc2nc(C3CC3)n(NC(=O)c3ccc(Cl)cc3)c(=O)c2cc1OC,i,22,-26
CSc1ccccc1NC(=O)CN(C1CCCCC1)S(C)(=O)=O,i,28,8
CC(C)CC(=O)NC(=S)Nc1ccc(N2CCOCC2)cc1,i,6,-10
COc1ccc(C(=O)NNC(=O)CSc2nc(C(C)C)nc3ccccc23)cc1,i,16,-18
CN(C(=O)CSc1nnc(C2CC2)n1C1CC1)C1(C#N)CCCCC1,.,6,-7
COC(=O)C(O)(CC(=O)Nc1ccc(Cl)cc1Cl)C(F)(F)F (centres undefined),i,15,4
O=C(Nc1ccc(-n2ccnc2P(=O)(O)c2ccccc2)cc1)c1ccccc1Cl,i,4,-3
O=C1c2cccnc2C(=O)N1Cc1ccccc1,i,21,-11
CCOC(=O)C1CCCN(C(=O)c2cccc(N3C(=O)c4ccccc4C3=O)c2)C1 (centres undefined),.,2,-20
